GPR151 activ = activators of human GPR151, primary screen, cell-based, PathHunter beta-arrestin, luminescence; G-protein coupled receptor 151 (Homo sapiens), Q8TDV0; PathHunter beta-arrestin GPR151 cells; activation, % at 11.2 µM; 650,000 tested, 1% active; AID 1508602, 2020; in the data active = activation above about 4.9%;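 note: 0% = median of compound wells and 100% = cells with positive control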
Target sequence (Q8TDV0 whole entry, looked up): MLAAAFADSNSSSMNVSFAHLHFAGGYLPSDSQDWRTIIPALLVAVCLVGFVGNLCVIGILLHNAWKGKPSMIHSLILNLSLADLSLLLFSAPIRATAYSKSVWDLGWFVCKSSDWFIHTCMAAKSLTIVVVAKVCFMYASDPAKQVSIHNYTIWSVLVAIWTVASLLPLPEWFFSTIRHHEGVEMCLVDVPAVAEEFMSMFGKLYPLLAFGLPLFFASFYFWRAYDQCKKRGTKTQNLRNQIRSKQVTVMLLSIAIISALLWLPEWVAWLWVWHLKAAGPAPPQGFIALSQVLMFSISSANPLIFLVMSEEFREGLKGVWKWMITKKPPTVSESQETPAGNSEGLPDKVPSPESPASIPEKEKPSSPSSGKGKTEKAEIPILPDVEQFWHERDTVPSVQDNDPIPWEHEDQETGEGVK
MITF inh = MITF inhibitors, primary screen, biochemical, AlphaScreen, human | inhibition, % at 2.6 µM | AlphaScreen MITF homodimerization, bead proximity signal | Microphthalmia-associated transcription factor (Homo sapiens), O75030 | 650,000 tested, 0.91% active; in the data active = inhibition above about 50%;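 note: 0% = vehicle wells with protein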
FBW7 act = FBW7 E3 ligase activators, primary screen, biochemical, AlphaScreen, human | F-box/WD repeat-containing protein 7 (Homo sapiens), Q969H0 | AlphaScreen FBW7–phospho-cyclin E peptide binding, activator screen | normalized activity (activation), % at 26.1 µM | 650,000 tested, 0.13% active; in the data active = normalized activity above about 1.9%;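 note: purified mutant Fbw7 with reduced substrate affinity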
Target sequence (Q969H0 whole entry, looked up): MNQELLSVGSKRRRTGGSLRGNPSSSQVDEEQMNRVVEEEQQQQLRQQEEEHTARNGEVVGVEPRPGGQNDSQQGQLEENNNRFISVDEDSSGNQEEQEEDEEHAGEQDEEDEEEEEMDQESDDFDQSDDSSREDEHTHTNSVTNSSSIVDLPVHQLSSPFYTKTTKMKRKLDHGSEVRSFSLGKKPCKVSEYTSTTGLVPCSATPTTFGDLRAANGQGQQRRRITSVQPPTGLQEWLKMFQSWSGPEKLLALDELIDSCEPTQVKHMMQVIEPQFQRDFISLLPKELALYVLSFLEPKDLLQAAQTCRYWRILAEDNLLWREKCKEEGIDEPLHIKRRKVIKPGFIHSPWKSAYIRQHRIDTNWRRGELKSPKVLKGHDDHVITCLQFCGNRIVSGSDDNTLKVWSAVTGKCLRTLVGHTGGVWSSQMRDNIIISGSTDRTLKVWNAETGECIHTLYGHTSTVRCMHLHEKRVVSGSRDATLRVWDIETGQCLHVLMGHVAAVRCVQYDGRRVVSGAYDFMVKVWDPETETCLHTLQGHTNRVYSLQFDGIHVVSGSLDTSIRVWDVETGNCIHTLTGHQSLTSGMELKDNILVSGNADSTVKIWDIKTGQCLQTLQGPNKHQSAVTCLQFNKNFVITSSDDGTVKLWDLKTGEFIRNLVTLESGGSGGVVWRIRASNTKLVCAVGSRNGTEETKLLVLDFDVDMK
TEAD-YAP inh = TEAD-YAP interaction inhibition, primary screen, TEAD-YAP interaction inhibitor project, luminescence, HEK-TIYL cells; TEAD-Gal4/YAP UAS-luciferase luminescence; inhibition, % at 9.12 µM; 640,000 tested, 1.4% active; in the data active = inhibition above about 32%;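 note: 0% = median of test compound wells and 100% = reference inhibitor wells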
Starred values were filed as active, the others as inactive.

SMILES | GPR151 activ | MITF inh | FBW7 act | TEAD-YAP inh
Cc1c(CNCc2cccs2)c(C(=O)O)c(C)n1Cc1c(F)cccc1Cl | -0.4 | 13 | 0.0 | -1
O=C(Nc1nc2ccc(Br)cc2s1)c1sc2ccccc2c1Cl | 1.5 | -6 | 0.0 | -4
C=CCOC(=O)N1CCC(C(=O)NC(c2ccccc2)c2ncccc2C)CC1 (centres undefined) | 0.9 | 10 | 0.3 | 12
Cc1nnc(C)n1/N=C/c1ccc2c(c1)OCCO2 | 0.7 | 3 | -0.1 | 1
COC(=O)c1ccccc1NC(=O)C1CC(=O)N(c2ccc(Br)cc2)C1 (centres undefined) | 0.2 | 9 | 0.5 | -6
CCCCN(C)C(=O)C1CC(=O)c2sc(NC(=O)C3CCC3)nc2C1 (centres undefined) | -0.6 | 3 | 0.1 | -5
Cc1ccc(Cl)cc1N1CCN(Cc2nc3c([nH]2)c(=O)[nH]c(=O)n3C)CC1 | 0.2 | 16 | 0.2 | -4
COc1ccc(C(c2nnnn2C(C)C)N2CCN(c3ccccc3)CC2)cc1OC (centres undefined) | -0.3 | 0 | -0.2 | -5
CC1=C(C(=O)Nc2cc(C)ccn2)C(c2ccc(Cl)cc2)C2=C(CCCC2=O)N1 (centres undefined) | -1.1 | 12 | 0.2 | -8
CC1CCc2c(sc3ncn4c(=O)n(CC(=O)N5CCCC5)nc4c23)C1 (centres undefined) | 0.9 | 8 | 1.0 | -20
CCCc1ccc(-c2nc(C3CCC(C4CCC(CCC)CC4)CC3)no2)cc1 (centres undefined) | 2.3 | -4 | 0.0 | 3
COc1ccc(NC(=O)COc2nc3c(C)cc(C)nc3o2)cc1OC | 0.3 | -12 | 0.0 | 1
COC(=O)C1CCN(C(c2ccc(OC)cc2)c2sc3nc(C)nn3c2O)CC1 (centres undefined) | 0.8 | -6 | -0.1 | -9
Cc1noc(N)c1C(=O)Nc1ccccc1F | -1.3 | -8 | 0.0 | 1
Cc1cc(C)cc(Cn2c(N3CCCCC3)cc(=O)n(C)c2=O)c1 | -0.4 | 5 | 0.0 | -2
O=[N+]([O-])c1ccc(N2CCN(S(=O)(=O)c3ccccc3)CC2)cc1 | 1.2 | -1 | 0.2 | -4
COc1ccc(CC(=O)NNC(=O)CSc2ccccc2C(=O)O)cc1 | -0.9 | -13 | -0.2 | -1
Cc1ccc(C(=O)Nc2cccc(O)c2)cc1 | -9.1 | 11 | 0.3 | 82*
CCCCN(CC)S(=O)(=O)c1ccc2c(c1)oc(=O)n2CC(=O)OCC | 0.2 | -5 | -0.1 | 3
Cc1cccc(-c2nc3ccccc3c(=O)n2NC(=O)c2ccccc2C)c1 | 0.1 | 0 | 0.0 | 5
CC(C)CC(NC(=O)C(COC(C)(C)C)NC(=O)C(Cc1ccc(O)cc1)NC(=O)C(CO)NC(=O)C(Cc1c[nH]c2ccccc12)NC(=O)C(Cc1cnc[nH]1)NC(=O)C1CCC(=O)N1)C(=O)N[C@@H](CCCN=C(N)N)C(=O)N1CCCC1C(=O)NNC(N)=O (some centres undefined) | 1.4 | -3 | -0.1 | -1
CCCCOc1ccc(CNn2c(-c3ccc(Br)cc3)nc3ccccc3c2=O)cc1 | 0.9 | -7 | 0.1 | 7
O=C(NCc1ccco1)c1ccc([N+](=O)[O-])o1 | -0.6 | 8 | -0.1 | 11
Cn1c(SCCNS(=O)(=O)c2ccccc2)nnc1-c1ccccc1 | -1.8 | -5 | 0.0 | -6
COc1ccc(N2C(=O)c3ccccc3NC2c2ccc(N(C)C)cc2)cc1 (centres undefined) | -3.3 | 19 | 0.3 | -19
COC(=O)c1ccccc1NC(=O)COc1ccc([N+](=O)[O-])cc1 | -0.3 | -7 | -0.2 | 4
C=CCn1c(SCC(=O)Nc2ccc(F)c(Cl)c2)nnc1-c1cccs1 | 0.1 | -4 | -0.1 | 10
COc1ccc(C(=O)NC(=O)COC(=O)CCC(C)C)cc1 | 0.2 | -1 | -0.1 | 6
O=C(Nc1ccccc1Br)c1ccccc1C(=O)c1ncc[nH]1 | -1.1 | 0 | 0.2 | -3
Brc1c(CSc2nnnn2-c2ccccc2)nc2ccccn12 | 0.8 | 8 | 0.1 | -25
CCOP(=O)(OCC)C(c1ccccc1)N(C)S(C)(=O)=O (centres undefined) | 1.3 | -6 | -0.2 | 3
COc1ccc(S(=O)(=O)N2CCC(c3nnc(C4CC4)s3)CC2)cc1 | 0.1 | 3 | 0.0 | 9
COc1ccc(NC(=O)CSC2=C(C#N)C(c3ccccc3)C(C(=O)Nc3ccccc3)=C(C)N2)cc1 (centres undefined) | -0.5 | -2 | 0.4 | 13
O=C(CC1(O)C(=O)Nc2ccc(Br)cc21)c1ccc([N+](=O)[O-])cc1 (centres undefined) | 0.4 | 4 | 0.2 | -10
COc1ccc(CNc2ncnc3c2c(-c2ccccc2)cn3-c2cccc(C(F)(F)F)c2)cc1 | 0.5 | 8 | 0.1 | -25
Cc1nc(Nc2ccc(NC(=O)Cc3ccc(Cl)cc3)cc2)cc(-n2cccn2)n1 | 1.7 | 6 | 0.1 | 7
CCc1c(C)nc2ncnn2c1N1CCN(C(=O)c2ccc(Cl)cc2)CC1 | -0.9 | 14 | 0.0 | -3
CC(C)CCCC(C)CCOC(=O)CN1CCOCC1 (centres undefined) | -1.4 | 4 | 0.1 | -7
CCOc1ccc(NC(=O)CN2CCC(c3nc4ccc(Cl)cc4[nH]3)CC2)cc1 | 1.3 | 16 | -0.1 | -6
Cc1cc(OCC(=O)N/N=C/c2ccccc2F)ccc1Cl | -0.8 | 10 | 0.0 | 3
CCC(=O)NCc1c(Cl)cccc1-n1cccc1 | 0.6 | -8 | -0.1 | 0
Cc1ccsc1C(=O)N1CCOc2ccc(CN3CCCC3)cc2C1 | -1.0 | -6 | -0.1 | -9
CC(C)(C)OC(=O)N[C@@H](c1ccccc1)c1nc(-c2ccc(Br)cc2)no1 | -1.1 | 8 | 0.0 | -6
Fc1ccc(Nc2nc(SCc3ccccc3Cl)nc3ccccc23)cc1F | -0.2 | 10 | 0.2 | 9
COc1ccccc1CN1CCNC(=O)C1CC(=O)NCc1ncccc1C (centres undefined) | -0.3 | 0 | -0.2 | 4
O=C(c1ccc2c(=O)n(-c3ccc(F)cc3)c(=S)[nH]c2c1)N1CCOCC1 | 0.2 | -4 | 0.0 | -6
CN(C)c1ccc(-c2nc3cc(NC(=O)c4ccccc4F)ccc3o2)cc1 | 0.7 | -5 | -0.2 | -29
CCCCSc1nnc2c(n1)OC(c1cccc([N+](=O)[O-])c1)Nc1ccccc1-2 (centres undefined) | 1.0 | -6 | -1.2 | -16

Full records as entered above. Screens in order: GPR151 activ, MITF inh, FBW7 act, TEAD-YAP inh
`CC(C)CCCC(C)CCOC(=O)CN1CCOCC1` (centres undefined) in the list: -1.4, 4, 0.1, -7
`CCc1c(C)nc2ncnn2c1N1CCN(C(=O)c2ccc(Cl)cc2)CC1` in the list: -0.9, 14, 0.0, -3
`COc1ccccc1CN1CCNC(=O)C1CC(=O)NCc1ncccc1C` (centres undefined) in the list: -0.3, 0, -0.2, 4
`Cc1ccsc1C(=O)N1CCOc2ccc(CN3CCCC3)cc2C1` in the list: -1.0, -6, -0.1, -9
`CCC(=O)NCc1c(Cl)cccc1-n1cccc1` in the list: 0.6, -8, -0.1, 0

(more compounds)
SMILES | GPR151 activ | MITF inh | FBW7 act | TEAD-YAP inh
O=C(N/N=C\c1cc(Br)c(O)c(Br)c1O)c1cnccn1 | -0.8 | -220 | -0.2 | 2
CCOC(=O)C1=C(C)N=c2s/c(=C\c3cc(Br)c(OCc4ccccc4)c(OCC)c3)c(=O)n2C1c1ccccc1 (centres undefined) | -0.9 | 7 | 0.2 | -16
CC(NC(=O)c1cccnc1Cl)c1nc(-c2ccc(Cl)cc2)n[nH]1 (centres undefined) | 2.0 | 1 | -0.1 | 3
Cc1cc(C)c(C#N)c(Nc2cccc3ccccc23)n1 | 0.1 | 6 | 0.3 | -6
COc1cc(OC)cc(C(=O)NCCN=C2NS(=O)(=O)c3ccccc32)c1 | -1.1 | -5 | -0.1 | -8
Cc1ccc(-n2nc3c(c2NC(=O)c2ccc4c(c2)OCO4)CSC3)c(C)c1 | 1.2 | -17 | 0.0 | 5
COc1cc(OC)cc(C(=O)Nc2nnc(SCC(=O)NC3CCCC3)s2)c1 | 0.0 | -14 | -0.2 | 0
COc1ccc(NC(=O)CCCn2c3ccccc3c(=O)c3cc(C)ccc32)c(OC)c1 | 1.0 | 5 | 0.0 | 0
O=C(Cc1cccs1)Nc1nnc(SCC(=O)c2ccccc2)s1 | -0.8 | 8 | 0.1 | 5
O=C(O)CCNCC(O)Cn1c2ccccc2c2ccccc21 (centres undefined) | 0.4 | -5 | -0.1 | 4
O=C(Nc1cccc(F)c1)c1cc(-c2ccccc2)nc2ccccc12 | -0.3 | 9 | 0.0 | 5
O=C(CCCc1ccccc1)N1CCC2(CC1)CC2C(=O)N1CCN(c2ccccn2)CC1 (centres undefined) | 1.2 | 7 | 0.1 | 2
CCOc1cc(CO)cc(Cl)c1OCc1cccc(C(=O)O)c1 | 0.3 | 11 | -0.1 | 8
COc1cccc(C2=NN(Cc3ccccc3)c3nc4c(c(=O)n(C)c(=O)n4C)n3C2)c1 | 0.3 | 16 | 0.2 | 4
O=C(CC(c1ccccc1)c1ccccc1)Oc1coc(CSc2ncccn2)cc1=O | -0.4 | 9 | 0.0 | 7
CC1CN(Cc2nc3c(c(=O)[nH]c(=O)n3C)n2CCc2ccccc2)CC(C)O1 (centres undefined) | 0.8 | 14 | 0.1 | -1
CC(C)C(NC(=O)c1ccc(Cl)cc1)C(=O)NC1=NCCS1 (centres undefined) | 0.3 | 9 | 0.1 | -5
CCN1CCN(c2cc(C)c3cc(NC(=O)CSc4ccncc4)ccc3n2)CC1 | -1.6 | -2 | -0.2 | -19
COc1ccc2nc(SCCN3CCCCC3)[nH]c2c1 | 0.5 | 0 | -0.2 | -2
O=C(Nc1ccc(I)cc1)c1cccc(S(=O)(=O)N2CCOCC2)c1 | 1.8 | 12 | -0.1 | 8
O=C(O)c1ccccc1NSc1ccccc1[N+](=O)[O-] | -0.5 | 23 | -0.1 | 5
CCn1c(=O)cc(OCC(=O)NCCCOC)c2ccccc21 | 4.8 | -1 | 0.0 | -3
CC1CCCCC1NS(=O)(=O)c1ccc2c(c1)NC(=O)CC(=O)N2 (centres undefined) | 0.1 | 3 | 0.0 | 4
Cc1c(C(=O)N2CCN(Cc3ccc4c(c3)OCO4)CC2)sc2ncn(CC(=O)N3CCCCC3)c(=O)c12 | -0.9 | 3 | -0.1 | 14

Some of the entries so far, with tabs:
molecule	GPR151 activ	MITF inh	FBW7 act	TEAD-YAP inh
CCOc1cc(CO)cc(Cl)c1OCc1cccc(C(=O)O)c1	0.3	11	-0.1	8
COc1cccc(C2=NN(Cc3ccccc3)c3nc4c(c(=O)n(C)c(=O)n4C)n3C2)c1	0.3	16	0.2	4
O=C(CC(c1ccccc1)c1ccccc1)Oc1coc(CSc2ncccn2)cc1=O	-0.4	9	0.0	7
CC1CN(Cc2nc3c(c(=O)[nH]c(=O)n3C)n2CCc2ccccc2)CC(C)O1 (centres undefined)	0.8	14	0.1	-1
CC(C)C(NC(=O)c1ccc(Cl)cc1)C(=O)NC1=NCCS1 (centres undefined)	0.3	9	0.1	-5

The list continues.
SMILES | GPR151 activ | MITF inh | FBW7 act | TEAD-YAP inh
S=c1nc(C2CC2)n(-c2ccccc2)[nH]1 | -2.9 | 0 | 0.2 | -5
CC(=O)Nc1ccc(NC(=O)C(C)Oc2ccc(C)cc2)cc1 (centres undefined) | -1.2 | 14 | 0.0 | 0
Cc1ccccc1CSCC1Nc2ccc(C(=O)N3CCC(C)CC3)cc2NC1=O (centres undefined) | -0.1 | 2 | -0.1 | -7
O=C(NCCc1ccccc1)C(=O)Nc1ccc(Cl)c(C(F)(F)F)c1 | -2.4 | -5 | 0.1 | 0
CCC(=O)Nc1sc2c(c1C(=O)NC)CCCC2 | -2.0 | -5 | 0.1 | 2
COC(=O)c1ccc2c(=O)n(Cc3ccc4c(c3)OCO4)c(SCc3ccccc3Cl)nc2c1 | -1.7 | -16 | 0.0 | -6
CCOC(=O)c1c(C)[nH]c(C)c1C(=O)CSc1nc(N)cc(N)n1 | 0.2 | -7 | -0.2 | 4
Cc1cc(C)nc(SCc2cc(=O)c(OC(=O)c3ccc(F)c(F)c3)co2)n1 | 1.8 | 0 | -0.1 | -21
O=C1CCCN1CCCNc1cc(N2CCN(c3ccccn3)CC2)ncn1 | 0.3 | 17 | 0.0 | 7
COc1cccc(-c2ocnc2C(=O)Nc2ccc(-c3ccc(C)o3)cc2)c1 | -0.9 | 8 | 0.0 | -20
C#CC(C)(C)NS(=O)(=O)c1cc(-c2nnc(Nc3ccc(C)cc3)c3ccccc23)ccc1C | 0.1 | -12 | 0.0 | -7
CC1=C(C(=O)Nc2ccc(Cl)cc2)C(c2ccc(C)cc2)NC(=O)N1 (centres undefined) | 0.9 | 10 | 0.0 | -1
CCN(CC)S(=O)(=O)c1ccc(C(=O)/C=C/c2ccc(C)s2)cc1 | 1.1 | 2 | -0.3 | -4
CCOC(=O)C1(Cc2cccc(F)c2)CCN(Cc2ccon2)CC1 | 1.7 | -4 | -0.1 | 5
O=C1CC2(CCN(C(=O)c3cccs3)CC2)Oc2ccccc21 | -1.5 | 7 | 0.8 | 6
CC(CC(=O)Nc1ccc(S(N)(=O)=O)cc1)c1ccccc1 (centres undefined) | -1.6 | 3 | -0.1 | 3

Screens deposited in PubChem by The Scripps Research Institute Molecular Screening Center.
